Source: PubChem BioAssay
PRMT1 inh = PRMT1 (human) inhibition, primary screen. 370,000 compounds, 1.3% hits. Q99873. recombinant PRMT1, activity-based probe fluorescence polarization. inhibition, % at 2.79 µM;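 active = inhibition above about 21% made by adding two undisclosed values, limit read from the data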
MBD2 DNA inh = MBD2-methylated oligo binding inhibition; Q9UBB5; TR-FRET, MBD2 binding to methylated oligonucleotide; inhibition, % at 4.4 µM; 370,000 compounds, 0.31% hits; in the data active = inhibition above about 13%
Target sequence (Q9UBB5 whole entry, looked up): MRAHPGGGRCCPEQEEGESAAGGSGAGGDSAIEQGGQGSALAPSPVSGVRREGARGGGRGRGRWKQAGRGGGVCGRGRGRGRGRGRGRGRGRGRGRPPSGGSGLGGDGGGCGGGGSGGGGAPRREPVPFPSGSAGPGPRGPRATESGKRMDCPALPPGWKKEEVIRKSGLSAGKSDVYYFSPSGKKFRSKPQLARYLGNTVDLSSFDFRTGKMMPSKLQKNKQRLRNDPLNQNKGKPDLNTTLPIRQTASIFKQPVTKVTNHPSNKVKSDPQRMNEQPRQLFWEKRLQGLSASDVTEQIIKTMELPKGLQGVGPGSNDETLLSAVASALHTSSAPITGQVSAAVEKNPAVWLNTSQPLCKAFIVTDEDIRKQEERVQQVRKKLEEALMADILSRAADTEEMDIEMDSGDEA
KLK7 zymogen act = activators of human kallikrein-7 zymogen. P49862. purified proKLK7, EDANS-DABCYL substrate fluorescence; 100% is mature enzyme control, 0% vehicle. activation, % at 7 µM. 370,000 compounds, 0.9% hits. AID 652039;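 active = activation above the mean of all tested compounds plus 3 SD, computed per campaign excluding outliers beyond control limits, cut at about 13% in these data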
DDE Tn6 FP inh = disrupts Tn6 cyclic peptide binding to fibrin D-Dimer-E complex; P02675; Fibrin DD(E) TRITC-Tn6 fluorescence polarization displacement; inhibition, % at 8.3 µM; 370,000 compounds, 0.21% hits;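 active = inhibition above a per-campaign cutoff: mean of compounds within control limits plus 3 SD, cut at about 15% in these data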;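 note: 0% = median of all compound wells on the plate and 100% = blocking peptide control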
Target sequence (P02675 whole entry, looked up): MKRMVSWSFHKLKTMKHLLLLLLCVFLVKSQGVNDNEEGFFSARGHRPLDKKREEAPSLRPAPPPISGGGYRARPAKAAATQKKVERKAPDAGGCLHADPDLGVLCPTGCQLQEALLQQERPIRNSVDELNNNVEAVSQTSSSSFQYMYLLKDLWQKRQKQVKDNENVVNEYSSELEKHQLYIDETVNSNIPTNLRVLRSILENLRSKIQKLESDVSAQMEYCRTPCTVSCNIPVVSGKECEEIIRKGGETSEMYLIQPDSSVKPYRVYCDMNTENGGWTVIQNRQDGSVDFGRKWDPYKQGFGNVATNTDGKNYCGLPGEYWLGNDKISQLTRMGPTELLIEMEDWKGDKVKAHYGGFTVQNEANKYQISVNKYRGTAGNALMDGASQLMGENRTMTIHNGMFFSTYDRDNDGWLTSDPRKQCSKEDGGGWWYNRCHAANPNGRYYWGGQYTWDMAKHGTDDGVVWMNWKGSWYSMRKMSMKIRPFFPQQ
UHRF1 binding = blocks human UHRF1 binding to methylated DNA; UHRF1 binding to methylated oligo, TR-FRET; inhibition, % at 4.4 µM; 370,000 compounds, 0.75% hits; AID 687016; in the data active = inhibition above about 21%;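 note: UHRF1 SRA domain binding a hemimethylated CpG hairpin DNA probe; 0% = median of test compound wells and 100% = reference inhibitor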
TDP2 absorb = blocks human TDP2 phosphodiesterase activity | O95551 | recombinant TDP2, T5PNP hydrolysis, p-nitrophenol absorbance 415 nm | inhibition, % at 12.8 µM | 370,000 compounds, 0.34% hits | AID 720702;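 active = inhibition above the mean of all tested compounds plus 3 SD, set per campaign, cut at about 25% in these data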;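 note: 0% = DMSO with enzyme and 100% = buffer with substrate but no TDP2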
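System – recombinant human TDP2 · Amount – 120 nM TDP2 per well · Buffer or medium – Mg2+-containing Tris-HCl buffer, pH 7.5 · Reagent – T5PNP substrate, 5 mM · Dosing – 12.8 µM single point, 1% DMSO · Incubation – 2 h at 37 °C · Measured by – epi absorbance · Read-out basis – percent inhibition · Benchmarks – high control without enzyme, low control DMSO plus TDP2 · Repeats – singlicate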
LEDGF integ inh = blocks HIV-1 LEDGF/p75-dependent DNA integration; 370,000 compounds, 0.64% hits; AID 743269; inhibition, % at 3.7 µM; TR-FRET IN-LEDGF/p75 DNA integration, Eu/Cy5;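 active = inhibition above the screen-wide mean plus 3 SD, cut at about 13% in these data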;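 note: signal is the Cy5 over europium emission ratio at 671 and 618 nm; 0% = plate median of compound wells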
TCR CD3 inh = human TCR-CD3 binding inhibition | 360,000 compounds, 0.37% hits | TAMRA-labeled TCR probe fluorescence, biochemical | AID 651800 | inhibition, % at 9.4 µM; in the data active = inhibition above about 19%;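 note: recombinant mutant TCR 2C K166C tagged with TAMRA read by polarization; 0% = receptor in buffer alone and 100% = receptor with positive control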
DDE Tn7 FP inh = DD(E)-Tn7 binding inhibition, primary FP screen. P02675. FP displacement of FITC-Tn7 peptide from fibrin DD(E); 0% = median of compound wells per plate. inhibition, % at 8.3 µM. 370,000 compounds, 0.13% hits;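 active = inhibition above the mean of compounds falling within the control limits plus 3 SD of them, cut at about 14% in these data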;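 note: 0% = plate median of compound wells and 100% = 10 µM Aha-Tn7 peptide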
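Test system: human clot-derived fibrin DD(E) complex / Quantity: 2 µM final DD(E) protein / Incubation: 10 min plus 3 h, room temperature / Measured by: fluorescence polarization / Benchmarks: high control of 10 µM Aha-Tn7 peptide / Replicates: singlicate testing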
SIAE inh = blocks human sialic acid acetylesterase; inhibition, % at 9.66 µM; SIAE FP-Rh probe binding, fluorescence polarization; 370,000 compounds, 0.69% hits;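 active = inhibition above a cutoff: mean of compounds within the control limits plus 3 SD of those, cut at about 17% in these data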;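 note: 0% = plate median of compound wells and 100% = probe without SIAE protein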
The depositor's hits bear a star; x = not tested or not shown.

Below each compound: PRMT1 inh, MBD2 DNA inh, KLK7 zymogen act, DDE Tn6 FP inh, UHRF1 binding, TDP2 absorb, LEDGF integ inh, TCR CD3 inh, DDE Tn7 FP inh, SIAE inh
COc1cccc2c(Nc3ccccc3C)cc(C)nc12
 : 2, 4, 0.1, 2, 4, 1, 2, -1, 4, 3
CCNC(=O)N1CCOCC1
 : 1, -1, 0.1, 1, -1, 7, 2, 5, 0, 0
COc1ccc(N2C(=O)CSC2c2ccccc2)cc1 (stereo not drawn)
 : 5, 0, 0.6, 3, 3, -11, -8, -6, 3, -2
O=C(CN1C(=O)COc2ccc(S(=O)(=O)N3CCOCC3)cc21)NCc1ccccn1
 : -4, 0, 0.7, 2, 0, 6, -4, 1, -2, -2
COc1cc2ncnc(NCCCN3CCOCC3)c2cc1OC
 : -8, 5, 0.1, -3, 8, -4, 4, -3, -2, 38*
Cc1oc(C(=O)O)cc1CSCc1ccoc1C(=O)O
 : 2, 9, 0.3, -4, 2, 13, 4, -6, 9, 6
CS(=O)(=O)NCCOc1ccc(S(=O)(=O)N2CCCc3ccccc32)cc1
 : -1, -1, 0.0, -4, -2, -6, 0, 6, 3, 5
CCOc1ccc(S(=O)(=O)Nc2ccc(C(=O)N3CCCC3)cc2)cc1
 : -3, 4, -0.4, -1, 3, -19, 2, 7, 3, -14
COc1cccc(Oc2ccc(C(F)(F)F)cc2NC(=O)CN2C(=O)NC3(CCCC3)C2=O)c1
 : -1, -2, -0.3, -11, 1, -7, 1, 6, -6, -10
COc1cc(CC(=O)OCC(=O)NCc2cccs2)cc(OC)c1OC
 : -4, 2, -0.1, -6, 3, -5, 4, -2, -10, 7
COC(C[C@H]1O[C@@H]1[C@H](O)COCc1ccccc1)OC
 : -1, 4, 0.0, 1, -2, 0, 1, -4, -3, -2
COc1ccccc1NC(=O)COC(=O)c1cnccn1
 : 0, -6, -0.2, -2, -2, 6, 1, 1, 2, 7
O=C(CSc1nc2nn(-c3ccccc3)c(=O)c-2c2n1CCCCC2)Nc1ccc(F)c(F)c1
 : -1, 2, -0.7, -5, -3, 8, 0, 1, 5, 4
COC(=O)c1cc2occc2n1Cc1nc(-c2ccc(Cl)cc2)oc1C
 : 2, 3, 1.0, 8, 3, -6, -3, -10, 2, 1
CC(C)C[C@H]1CN(CCCC[C@H]2CNC(=O)C(=O)N2Cc2ccccc2)C(=O)C(=O)N1CCc1ccccc1
 : -6, -3, 0.1, 0, 1, -11, -2, -5, -5, 2
CCOC(=O)c1ccc(N(C(=O)CNC(=O)c2ccco2)C(C(=O)NCC2CCCO2)c2ccc(OC)c(OC)c2)cc1 (stereo not drawn)
 : 2, -5, -0.4, -5, -1, 8, -4, 7, 1, 13
Cc1ccc2oc(Nc3nc(-c4ccccc4)cc(=O)[nH]3)nc2c1
 : -2, -7, 0.6, 7, 75*, -4, -5, 4, 3, -4
Cc1ccc(NC(=O)C2CCC(CNC(=O)[C@@H]3Cc4ccccc4CN3)CC2)cc1 (stereo partly drawn)
 : 0, 2, -0.5, -6, 2, -6, 9, 7, -4, -2
COc1ccccc1-n1c(CNC(=O)c2ccc(S(=O)(=O)N3CCOCC3)cc2)n[nH]c1=S
 : 1, 5, 0.5, 6, -1, 5, -5, -1, -3, 1
CC(C)N1C(=O)CC(Nc2cccc3cccc(N)c23)C1=O (stereo not drawn)
 : 15, -13, 0.4, -4, -8, 22, 9, 9, -7, 32*
COc1ccc(N2CCN(C(=O)c3cc(N4C(=O)C5C6CCC(C6)C5C4=O)ccc3Cl)CC2)cc1 (stereo not drawn)
 : 36*, 5, -0.5, -5, -2, 6, 4, -2, -3, -3
COC(=O)c1cc(-n2cccc2)ccc1N1CCOCC1
 : -9, -4, -0.2, -3, 0, 11, 4, 6, -2, 7
N#Cc1c(-c2ccc(F)cc2)c(-c2ccc(F)cc2)nn(CCO)c1=O
 : -2, 0, 6.9, 5, 1, 3, 1, -6, 1, 4
Cc1cccc(C(=O)Nc2ccc(O)cc2)c1
 : 0, 0, -0.7, 2, 2, -12, -1, -5, -6, -2
COc1ccc(CCNC(=O)CSc2nnc(-c3ccccc3)o2)cc1OC
 : -1, -3, 0.4, -1, 5, -3, -2, 1, -8, 5
COc1cc([N+](=O)[O-])cc(/C=N/NC(=O)Cn2nccc2C)c1O
 : -1, -17, -0.1, -5, -10, -12, -9, -9, 6, 0
O=C(COC(=O)CC1CC2CCC1C2)Nc1cc([N+](=O)[O-])ccc1F (stereo not drawn)
 : -1, 1, -0.1, -2, 0, -4, 5, 13, -4, -1
CN(C)C1=NC[C@H](Cc2ccccc2)N1CCCC1CCCCC1
 : -3, 6, -0.2, -1, -1, 0, -3, 5, -4, 2
O=C(COC(=O)C(O)C(O)C(=O)OCC(=O)c1ccc(C(F)(F)F)cc1)c1ccc(C(F)(F)F)cc1 (stereo not drawn)
 : 1, -4, -0.4, 1, 0, -9, -2, 11, 6, 0
CC(C)(C)N1Cc2nnn(Cc3ccccc3)c2-c2cc(F)ccc2S1(=O)=O
 : 1, -4, -0.4, 2, 0, 2, -2, x, 0, 1
CCN(CC)S(=O)(=O)c1ccc(C(=O)NCc2cccs2)cc1
 : 2, -4, 0.3, 7, -1, 4, -1, 3, 6, -3
CCC(C)[C@@H](C(=O)OC)N(Cc1cn(Cc2ccccc2)nn1)S(=O)(=O)c1ccccc1Br (stereo partly drawn)
 : -1, 0, -0.1, 0, 1, 3, 2, x, 2, 2
CCOc1ccc(C=NCC(O)c2ccccc2)cc1 (stereo not drawn)
 : 2, 4, -0.9, -4, 3, -11, -4, -7, 6, -1
CC(c1ccon1)N(C)C(=O)c1cccc(OC2CCN(S(C)(=O)=O)CC2)c1 (stereo not drawn)
 : -3, -2, 0.5, 0, -3, 7, -1, 2, 4, 5
COc1ccc(Cl)c(OC)c1C(=O)NC(=O)Nc1nc(C)nc(C)n1
 : 5, 3, -0.1, -1, 8, -10, -6, -4, -1, -3
CSc1nc(Sc2ccccc2Cl)c2ccccc2n1
 : 1, 0, -0.7, 1, 0, 6, -4, -1, 5, -5
CCn1nnc(NC(=O)C(C)Oc2ccc(Cl)cc2Cl)n1 (stereo not drawn)
 : 3, 2, -0.2, -9, 2, -5, 3, -3, -1, 1
CC(C)c1c(C(=O)N/N=C/c2cccnc2)nnn1-c1nonc1N
 : 0, 5, -0.1, 0, 3, -6, 3, 7, 4, -2
CCCN=CC1=C(O)CC(c2ccccc2)CC1=O (stereo not drawn)
 : -1, -4, -0.1, 4, -3, 8, -2, 3, -3, 0
CCC(C)(C(=O)NC1CCCC1)N(C(C)=O)c1ccc(C)cc1 (stereo not drawn)
 : -3, 1, -0.6, -1, 0, -6, -1, 0, 6, 0
COC(=O)c1cc(CC(=O)c2ccc(O)cc2O)c(C)o1
 : 1, 3, -0.3, -4, 0, -1, 1, -1, -3, 1
CCOC(=O)c1ccc(-c2c(-c3cc(OC)c(OC)c(OC)c3)noc2C)cc1F
 : 0, 2, 0.1, -2, -2, -1, -2, -4, 2, -3
CC(=O)OCC(=O)NCC1CCN(C(=O)C(=O)c2cc3ccccc3o2)CC1
 : -1, 3, 0.0, -3, -1, 14, 1, -5, 1, 5
CCC1(C)Cc2c(sc3nc4n(c(=O)c23)CCS4)CO1 (stereo not drawn)
 : -2, 4, 0.4, 3, 1, 0, -1, -6, 1, 9
O=C1CN(C(=O)c2ccccc2F)C(c2ccccc2)c2cc(F)ccc2N1 (stereo not drawn)
 : 1, -6, -0.5, 4, 2, -5, 1, -3, -2, 3
C/C(=C\c1cc2ccccc2o1)C1Nc2cccc3cccc(c23)N1
 : 3, -1, 0.7, -2, -6, 3, -1, 0, 2, 1
O=C(NC1CC1)C1Nc2ccc(OC(F)(F)F)cc2C2C=CCC12 (stereo not drawn)
 : 22*, -1, 1.0, 2, -8, 8, -1, -12, -5, 3
COc1ccc(N2CCN(C(=O)CN(C)S(=O)(=O)c3cc(C)ccc3OC)CC2)cc1
 : 0, 1, -0.1, 2, -2, -10, -6, 2, 5, 5
Cc1nc2ccccn2c1C(=O)N/N=C/c1ccccc1Cl
 : -2, -3, -0.5, -1, -2, -8, 7, 4, 2, -10
CCOC(=O)N1CCC(n2c(=S)[nH]c3ccccc3c2=O)CC1
 : 3, 0, 0.1, -11, 2, -4, -2, 0, 2, 1
COCCn1c(SCC(=O)Nc2ccccc2F)nnc1-c1ccoc1C
 : 0, 0, -0.2, -3, -1, 5, -1, -2, 2, -1
O=C(Nc1cc(C(F)(F)F)ccc1Cl)c1cccc(N2C(=O)CCC2=O)c1
 : -4, 0, 1.0, -2, -1, 0, -1, 0, 0, -3
CC(C)CC(=O)N1CCN(C(=O)CCC2CCCC2)CC1
 : 3, 6, 0.0, 1, 5, -4, 2, -7, 0, -3
